MrgX1 antag: antagonists of human MrgX1 receptor. MRGX1-HEK293 calcium flux, Fluo-4, BAM8-22 antagonism; stronger effect = lower value. B-score at 10 µM. actives 1.3% (n = 310,000). AID 588676;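 active = calcium-response B-score plate-corrected more than 3 library SD below zero, starting fluorescence within 5 deviations, no agonist response on first addition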;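 note: peak minus trough fluorescence over baseline after final BAM8-22 challenge near maximal dose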
MrgX1 PAM: allosterically activates human MrgX1 receptor signaling. MrgX1-HEK293, Fluo-4 calcium flux, FDSS; stronger effect = higher value. actives 0.63% (n = 310,000). Q96LB2. B-score at 10 µM;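 active = plate-corrected calcium response at least 3 library SD above typical, normal starting fluorescence, not activating the receptor alone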;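 note: compound read alongside a low EC10 to EC30 dose of BAM8-22 agonist; peak minus trough fluorescence over baseline measured at the second addition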
TRPC4 inh: inhibitors of mouse TRPC4 channel; B-score at 10 µM; HEK293 TRPC4beta/mu-opioid, DAMGO-evoked Fluo4 calcium flux; stronger effect = lower value; actives 0.39% (n = 300,000); Q9QUQ5; AID 2247;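 active = B-score over 3 SD under the library average, no early fluorescence shift, positive overall ratio signal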
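Test system – stable TRPC4beta/mu-opioid receptor HEK293 cells · Probe or stimulus – DAMGO, a submaximal dose followed by a maximal one · Dosing – one concentration per compound · Signal – Fluo4 calcium fluorescence by kinetic imaging, 5 s 1 Hz baseline · Evaluation – per-well B score of integrated baseline-normalized Fluo4 ratio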
MrgX1 agonist: activates human MrgX1 receptor signaling; Q96LB2; MrgX1-HEK293 cells, Fluo-4 calcium fluorescence, agonist mode; stronger effect = higher value; B-score at 10 µM; actives 0.44% (n = 310,000);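 active = calcium response B-score plate-corrected fluorescence ratio at least 3 library SD, with starting fluorescence B-score inside 5 SD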
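System – MrgX1-expressing HEK293 cells · Incubation – cells plated overnight, dye loaded 0.5 h 37 °C, 0.5 h room temperature · Technique – kinetic Fluo-4 NW fluorescence of intracellular calcium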
TRPC6 inh: mouse TRPC6 channel inhibition. actives 1.1% (n = 310,000). HEK293-TRPC6, membrane potential dye, ACh-evoked depolarization; stronger effect = lower value. AID 2553. B-score at 10 µM. Q61143;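 active = B-score under library mean minus 3 SD, initial fluorescence not abnormally high, positive integrated signal ratio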;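 note: B-score derived from integrated fluorescence ratio over the kinetic read; more negative B-score means stronger inhibition of depolarization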
Target sequence (Q61143 whole entry, looked up): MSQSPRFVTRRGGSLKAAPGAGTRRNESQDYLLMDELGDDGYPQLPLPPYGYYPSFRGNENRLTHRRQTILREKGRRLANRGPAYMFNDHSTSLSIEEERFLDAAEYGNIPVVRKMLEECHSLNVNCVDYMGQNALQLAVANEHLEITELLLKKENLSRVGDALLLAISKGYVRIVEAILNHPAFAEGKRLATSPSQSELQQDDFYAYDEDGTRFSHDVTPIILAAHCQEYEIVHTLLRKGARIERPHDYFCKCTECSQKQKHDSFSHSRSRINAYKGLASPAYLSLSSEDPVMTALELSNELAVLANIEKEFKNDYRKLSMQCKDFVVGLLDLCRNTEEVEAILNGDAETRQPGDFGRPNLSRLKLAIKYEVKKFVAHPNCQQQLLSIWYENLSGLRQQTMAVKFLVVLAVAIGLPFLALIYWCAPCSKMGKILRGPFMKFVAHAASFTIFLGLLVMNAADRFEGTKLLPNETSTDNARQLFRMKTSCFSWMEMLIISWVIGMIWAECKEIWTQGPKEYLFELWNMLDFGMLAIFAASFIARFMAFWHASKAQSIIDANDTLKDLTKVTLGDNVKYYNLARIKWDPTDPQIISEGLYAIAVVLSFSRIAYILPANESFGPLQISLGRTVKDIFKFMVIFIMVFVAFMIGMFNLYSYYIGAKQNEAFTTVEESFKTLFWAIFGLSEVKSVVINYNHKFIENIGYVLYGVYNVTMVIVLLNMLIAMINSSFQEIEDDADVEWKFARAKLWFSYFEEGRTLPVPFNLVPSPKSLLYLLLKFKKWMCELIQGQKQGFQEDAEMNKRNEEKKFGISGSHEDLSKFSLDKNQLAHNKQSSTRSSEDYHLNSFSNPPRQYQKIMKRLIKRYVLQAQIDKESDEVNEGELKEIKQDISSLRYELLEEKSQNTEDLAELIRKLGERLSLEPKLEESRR
SKKanGAS inh: blocks kanamycin growth of S. pyogenes SKKanGAS strain; inhibition, % at 7.5 µM; AID 1662; actives 1.3% (n = 300,000); BacTiter-Glo, 6 h;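 active = mean replicate score, as percent of positive control median, at least 50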;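 note: strain carries kanamycin resistance gene driven by streptokinase promoter and grows in 40 µg/ml kanamycin; loss of luminescence reflects streptokinase promoter inhibition or plain growth inhibition; 0% = median of DMSO wells and 100% = positive control at its reference dose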
TRPC4 agonist: activators of mouse TRPC4 channel; Q9QUQ5; HEK293 TRPC4beta/mu-opioid, Fluo4 calcium fluorescence; stronger effect = higher value; B-score at 10 µM; actives 0.49% (n = 310,000);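 active = B-score above 5 SD of library B-scores, and initial fluorescence ratio not above library mean plus 5 SD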;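 note: positive B-score marks a calcium rise read as TRPC4 activation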
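system = HEK293 cells stably co-expressing mouse TRPC4beta and mu-opioid receptor | schedule = Fluo4 dye loading 45 min at room temperature, 110 s recording | measure = B-scored integrated calcium fluorescence ratio | signal = Fluo4 calcium-sensitive dye fluorescence, kinetic, 1 Hz baseline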
TMEM16A inh: mouse TMEM16A channel inhibition, primary screen; Q8BHY3; HEK293 TMEM16A/YFP iodide influx fluorescence, ionomycin; normalized B-score (activity score, 25-100; higher = stronger inhibition) at 10 µM; actives 1.2% (n = 310,000); AID 588511;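 active = ratio plate-corrected score three or more library SD toward inhibition, starting fluorescence score within five deviations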;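 note: score derived from kinetic fluorescence span divided by baseline fluorescence per well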
TMEM16A act: activators or potentiators of mouse TMEM16A chloride channel | HEK293 TMEM16A/YFP-H148Q/I152L, iodide quench fluorescence; stronger effect = lower value | Q8BHY3 | actives 0.3% (n = 340,000) | AID 623877 | B-score at 10 µM;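 active = fluorescence-ratio B-score plate-corrected deviation score at least 3 library SD below zero, with starting fluorescence score within 5 deviations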;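 note: channel opened by trigger with iodide after compound preincubation; score built on the fluorescence ratio of max minus min over baseline; more negative score means more quench and so TMEM16A activation or potentiation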
TRPC6 activator: activators of mouse TRPC6 channel. HEK293-TRPC6 membrane potential dye fluorescence; stronger effect = higher value. Q61143. actives 0.13% (n = 310,000). B-score at 10 µM;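 active = B-score of the integrated fluorescence ratio above library mean plus 3 SD, and starting fluorescence ratio within library mean plus 5 SD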;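 note: higher score means more depolarization so channel activation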
TRPC4 PAM: allosterically enhances the mouse TRPC4 cation channel. actives 0.42% (n = 310,000). B-score at 10 µM. HEK293 TRPC4beta/mu-opioid, DAMGO EC20, Fluo-4 Ca2+ flux; stronger effect = higher value. Q9QUQ5;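 active = B-score of calcium response area above 5 SD of library B-scores, with initial fluorescence ratio within 5 SD of library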;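 note: B-score of integrated fluorescence ratio over time as area under calcium response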
Numbers without * were called inactive; i = inactive; . = not tested or not shown.

SMILES	MrgX1 antag	MrgX1 PAM	TRPC4 inh	MrgX1 agonist	TRPC6 inh	SKKanGAS inh	TRPC4 agonist	TMEM16A inh	TMEM16A act	TRPC6 activator	TRPC4 PAM
COc1ccc(-c2cc3ncc(C(C)=O)c(C)n3n2)cc1	i	i	i	i	i	25	i	i	i	i	i
N#CC(c1ccc(O)cc1)c1ncc(C(F)(F)F)cc1Cl (stereo unspecified)	i	i	i	i	i	0	i	i	i	i	i
O=C(NC(=S)Nc1ccc(N2CCCCC2)cc1)c1ccco1	i	i	i	i	i	3	i	i	i	i	i
C=CCNC(=O)CSc1ncc2c(n1)-c1c(csc1SC)CC2	i	i	i	i	i	2	i	i	i	i	i
Cc1ccc2c(=O)oc(N(C)C)nc2c1	i	i	i	i	i	2	i	i	i	i	i
CCCN(CC(=O)Nc1ccc(Cl)cc1Cl)C(=O)CC(NC(C)=O)c1ccccc1 (stereo unspecified)	i	i	i	i	i	-3	i	i	i	i	i
CCCCc1cc(=O)oc2cc(C)cc(OCC(=O)Nc3cccnc3)c12	i	i	i	i	i	4	i	i	i	i	i
C=CCn1c(SCC(=O)/C(C#N)=C(\C)N)nc2sc(CC)cc2c1=O	i	i	i	i	i	31	i	i	i	i	i
O=C(CSc1nnc(-c2ccncc2)s1)Nc1ccccc1	i	i	i	i	i	0	i	i	i	i	i
O=C(c1nnc(Cc2ccc(Cl)cc2)o1)N1CCOCC1	i	i	i	i	i	-4	i	i	i	i	i
O=[N+]([O-])c1ccc(COc2ccc(Br)cc2CN2CCOCC2)cc1	i	i	i	i	i	-4	i	i	i	i	i
COc1ccccc1C(=O)N1CCNC(=O)C1CC(=O)Nc1cccc(C)c1 (stereo unspecified)	i	i	i	i	i	6	i	i	i	i	i
COc1cc(C)ccc1OCCCOc1ccccc1Cl	i	i	i	i	i	42	i	i	i	i	i
CCCOc1ccc(N2C(=O)CC(SC(=NCC)Nc3cccc(F)c3)C2=O)cc1 (stereo unspecified)	i	i	i	i	i	10	i	i	i	i	i
O=C(c1ccccc1)c1ccc(Cn2cc(CCCO)nn2)cc1	i	i	i	i	i	-4	i	i	i	i	i
NCc1c(O)ccc2ccccc12	i	i	i	i	i	4	i	i	.	i	i
CCOC(=O)C1CCCN(S(=O)(=O)c2cc3c(cc2Cl)NC(=O)CO3)C1 (stereo unspecified)	i	i	i	i	i	-14	i	i	i	i	i
CCCC(=O)NC(=S)Nc1cccc2c(O)cccc12	i	i	i	i	i	2	i	i	i	i	i
COC(=O)c1cccnc1Oc1ccccc1	i	i	i	i	i	2	i	i	i	i	i
O=C1CC(Cc2ccc(Cl)cc2)C(=O)N1c1cc(Cl)ccn1 (stereo unspecified)	i	i	i	i	i	0	i	i	i	i	i
CC(Sc1ccc(Cl)cc1)C(=O)Nc1ccccc1C(=O)N1CCOCC1 (stereo unspecified)	i	i	i	i	i	1	i	i	i	i	i
Cc1cccc(OCC(O)CN2CCOCC2)c1 (stereo unspecified)	i	i	i	i	i	-2	i	i	i	i	i
O=C(Nn1cnc2ccccc2c1=O)c1ccccc1[N+](=O)[O-]	i	i	i	i	i	-5	i	i	i	i	i
CN(C)C(=S)NC(=O)C12CC3CC(C)(CC(C)(C3)C1)C2	i	i	i	i	i	1	i	i	i	i	i
O=C1OC(c2ccccc2)=N/C1=C\N1CCCCC1	i	i	i	i	i	-3	i	i	i	i	i

Remaining list, next part.
SMILES	MrgX1 antag	MrgX1 PAM	TRPC4 inh	MrgX1 agonist	TRPC6 inh	SKKanGAS inh	TRPC4 agonist	TMEM16A inh	TMEM16A act	TRPC6 activator	TRPC4 PAM
CCN1CCN(c2ccc(NC(=O)CCc3c(C)nc4c(-c5ccc(F)cc5)c(C)nn4c3C)cc2)CC1	i	i	i	i	i	10	i	i	i	i	i
CC(=O)NC(Cc1ccc(F)c(F)c1)C(=O)NC1CCN(S(=O)(=O)c2ccc(C)cc2)CC1 (stereo unspecified)	.	.	i	.	i	-2	i	.	i	i	i
COc1ccc(NC(=O)c2cc(OC)c(OC)c(OC)c2Br)cc1OC	i	i	i	i	i	-4	i	i	i	i	i
Cc1ccc(C(=O)N/N=c2\oc3ccccc3cc2C(N)=O)cc1	i	i	i	i	i	0	i	i	i	i	i
O=C(CCC(=O)N1CCCc2ccccc21)N1CCN(S(=O)(=O)c2ccccc2)CC1	i	i	i	i	i	-6	i	i	i	i	i
Cc1c(C)c2c(OCC(=O)NCC(=O)NCC(=O)O)cc3c(c2oc1=O)CCC(C)(C)O3	i	i	i	i	i	0	i	i	i	i	i
COc1cccc(OCCOCCOc2ccc(C)cc2[N+](=O)[O-])c1	i	i	i	i	i	-4	i	i	i	i	i
CCOC(=O)N1CCN(C(=O)C2CCN(S(=O)(=O)c3ccc(OC)cc3)CC2)CC1	i	i	i	i	i	0	i	i	i	i	i
COCCN(C(=O)CCl)C(C(=O)NC1CCCCC1)c1ccccc1C (stereo unspecified)	i	i	i	i	i	1	i	i	i	i	i
O=C(/C=C/c1ccc(O)c(O)c1)OC(Cc1ccc(O)c(O)c1)C(=O)O (stereo unspecified)	i	i	i	i	i	1	i	i	i	i	i
COc1ccc(S(=O)(=O)N(NC2=NS(=O)(=O)c3ccccc32)C(=O)C(C)C)cc1	i	i	i	i	i	-5	i	i	i	i	i
CN(Cc1cccs1)C(=O)Cc1c[nH]c2ccccc12	i	i	i	i	i	4	i	i	i	i	i
COc1ccc(C2=Nn3c(nnc3-c3ccco3)SC2)cc1	i	i	i	i	i	11	i	i	i	i	i
Cc1ccc(N2CC(C(=O)N3CCC(C(=O)Nc4nnc(C(C)C)s4)CC3)CC2=O)cc1 (stereo unspecified)	i	i	i	i	i	4	i	i	i	i	i
CCCN1C(=S)c2ccccc2C1c1ccccc1 (stereo unspecified)	i	i	i	i	i	13	i	i	i	i	i
CCOc1ccc(OCc2ccc(C(=O)N(CC)CC)cc2)cc1	i	i	i	i	i	-6	i	i	i	i	i
[O-]c1n[n+](-c2ccc(Cl)cc2Cl)cc2ccccc12	i	i	i	i	i	-1	i	i	i	i	i
Cc1cccc(N(C(=O)c2csnn2)C(C(=O)NC(C)(C)C)c2ccncc2)c1 (stereo unspecified)	i	i	i	i	i	0	i	i	i	i	i
COc1cccc(C(=O)NCCCNC(=O)c2cccnc2)c1	i	i	i	i	i	1	i	i	i	i	i
CC(C)(CCO)Nc1ncnc2onc(-c3ccc(F)cc3)c12	i	i	i	i	i	4	i	i	i	i	i
COC(=O)NCN1C(=O)C2C3C=CC(C3)C2C1=O (stereo unspecified)	i	i	i	i	i	3	i	i	i	i	i
Cc1cc2oc(C(=O)Nc3ccc(S(=O)(=O)N4CCCC(C)C4)cc3)cc(=O)c2cc1Cl (stereo unspecified)	i	i	i	i	i	0	i	i	i	i	i
Cc1cc(C)cc(C(=O)NCC(=O)OCC(=O)N(C)C2CCS(=O)(=O)C2)c1 (stereo unspecified)	i	i	i	i	i	-10	i	i	i	i	i
CC(=O)Nc1cccc(/C(C)=N\NC(=O)c2ccc(Cn3nc([N+](=O)[O-])c(Cl)c3C)o2)c1	i	i	i	i	i	4	i	i	i	i	i
Cn1c(SCC(=O)NCCc2ccccc2)nnc1C1CCCCC1	i	i	i	i	i	-2	i	i	i	i	i

Going on with the list.
SMILES	MrgX1 antag	MrgX1 PAM	TRPC4 inh	MrgX1 agonist	TRPC6 inh	SKKanGAS inh	TRPC4 agonist	TMEM16A inh	TMEM16A act	TRPC6 activator	TRPC4 PAM
CCOc1ccccc1Nc1ccc(C(=O)O)cc1[N+](=O)[O-]	i	i	i	i	i	4	i	i	i	i	i
O=C(CS(=O)CC(=O)NC12CC3CC(CC(C3)C1)C2)Nc1ccc(F)cc1 (stereo unspecified)	i	i	i	i	i	21	i	i	i	i	i
N#Cc1cc2c(nc1SCc1ccc(Cl)cc1)CCCC2	i	i	i	i	i	7	i	i	i	i	i
CCn1c(SCC(=O)NNC(=O)c2ccc(C)cc2)nnc1-c1ccco1	i	i	i	i	i	-4	i	i	i	i	i
O=C(OCC(=O)N1CCCc2ccccc21)c1ccc(C(F)(F)F)cc1	i	i	i	i	i	-12	i	i	i	i	i
COc1cc(/C=C2\SC(=S)N(CC(=O)O)C2=O)ccc1OC(=O)c1ccco1	i	i	i	i	i	0	i	i	-5.5*	i	i
CC(=O)Nc1ccc(S(=O)(=O)NC2CC2)cc1	i	i	i	i	i	0	i	i	i	i	i
CCCOC(=O)c1ccc(-c2ccc(C=O)o2)cc1	i	i	i	i	i	9	i	i	i	i	i
COc1ccc(/C=N/NC(=O)c2ccccc2[N+](=O)[O-])cc1CN1CCc2cc(OC)c(OC)cc2C1C (stereo unspecified)	i	i	i	i	i	5	i	i	i	i	i
CCOC(=O)C1C2C=CC3(CN(Cc4ccco4)C(=O)C13)O2 (stereo unspecified)	i	i	i	i	i	-2	i	i	.	i	i
COc1ccc(NC(=O)CC2(CC(=O)O)CCCC2)cn1	i	i	i	i	i	-3	i	i	i	i	i
C=C(C)C1CC=C(CN2CC(C)OC(C)C2)CC1 (stereo unspecified)	i	i	i	i	i	-3	i	i	i	i	i
O=C(CCl)Nc1cccn2ncnc12	i	i	i	i	i	-3	i	i	i	i	i
CC1(C)Nc2ccccc2C(=O)N1c1ccc(Br)cc1	i	i	i	i	i	0	i	i	i	i	i
Cc1cc2c(cc1C)-c1c(ssc1=Nc1ccc(S(N)(=O)=O)cc1)C(C)(C)N2	i	i	i	i	i	50*	i	i	i	i	i

Compound profiles, from the list above. Values in the order: MrgX1 antag	MrgX1 PAM	TRPC4 inh	MrgX1 agonist	TRPC6 inh	SKKanGAS inh	TRPC4 agonist	TMEM16A inh	TMEM16A act	TRPC6 activator	TRPC4 PAM
CCCOC(=O)c1ccc(-c2ccc(C=O)o2)cc1 in the list: i	i	i	i	i	9	i	i	i	i	i
O=C(OCC(=O)N1CCCc2ccccc21)c1ccc(C(F)(F)F)cc1 in the list: i	i	i	i	i	-12	i	i	i	i	i

Records listed above shown as hits in TMEM16A act:
Compound | MrgX1 antag | MrgX1 agonist | TRPC4 agonist | TMEM16A act | TRPC6 activator | TRPC4 PAM
COc1cc(/C=C2\SC(=S)N(CC(=O)O)C2=O)ccc1OC(=O)c1ccco1 | i | i | i | -5.5* | i | i

Screening data as filed in PubChem BioAssay.
